PDI inh = PDI (human) enzyme inhibition. P07237. hit rate 0.052% among 350,000. AID 588391. PDI insulin aggregation turbidity, A650, 90 min. inhibition, % at 10 µM;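 active means mean inhibition across replicates of 30% or more, whatever share of single replicates reach that level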;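 further: absorbance from insulin aggregation driven by PDI reduction with DTT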
Target sequence (P07237 whole entry, looked up): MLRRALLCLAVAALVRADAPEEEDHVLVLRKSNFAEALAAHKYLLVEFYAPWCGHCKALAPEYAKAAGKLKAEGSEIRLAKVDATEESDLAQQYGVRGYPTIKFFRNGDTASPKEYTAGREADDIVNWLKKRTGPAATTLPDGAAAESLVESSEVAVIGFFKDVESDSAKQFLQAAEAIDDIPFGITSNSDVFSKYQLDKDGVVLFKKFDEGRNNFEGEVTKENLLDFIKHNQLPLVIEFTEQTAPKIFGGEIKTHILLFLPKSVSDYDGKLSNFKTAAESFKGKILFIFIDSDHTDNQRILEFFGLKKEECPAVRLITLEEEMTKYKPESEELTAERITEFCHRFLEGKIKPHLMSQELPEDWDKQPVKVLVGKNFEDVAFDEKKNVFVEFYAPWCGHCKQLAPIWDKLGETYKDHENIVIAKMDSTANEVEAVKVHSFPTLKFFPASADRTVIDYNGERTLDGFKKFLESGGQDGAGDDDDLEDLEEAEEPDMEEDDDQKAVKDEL
MC4R barr agon = activates human MC4R beta-arrestin recruitment | P32245 | U2OS MC4R beta-arrestin complementation, luminescence; percent of melanotan II response, DMSO zero | activation, % at 8.9 µM | hit rate 0.98% among 360,000;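 active means activation above a per-plate cutoff, the mean activation of sample wells on that plate plus 3 SD, cut at about 8% in these data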
aDG glyco up = increases alpha dystroglycan glycosylation | Pro5-aDG cells, alpha-DG glycosylation AlphaScreen (IIH6); 0% Pro5, 100% B10-LARGE cell signal | hit rate 0.22% among 360,000 | AID 624168 | activation, % at 10 µM;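 active means activation of at least 8% versus controls, or a plate z-score of at least 8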;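 further: Pro5 are CHO cells carrying HIG-tagged alpha-DG that lacks glycosylation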
H9c2 protect = protects H9c2 cardiomyocytes from peroxide injury | AID 588492 | protection from H2O2 cell death, % at 20 µM | hit rate 0.63% among 360,000 | H2O2 injury protection, ATPLite, 2 h;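 active means compounds giving at least 50% protection of heart cells from peroxide-induced death in the single-dose screen, raw or plate-pattern-corrected value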;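 further: 0% = DMSO wells with peroxide and 100% = DMSO wells without peroxide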
MC4R antag cAMP = blocks human MC4R cAMP signaling; P32245; AID 540295; hit rate 0.48% among 360,000; MC4R-expressing cells, MTII-stimulated cAMP, LANCE TR-FRET; inhibition, % at 6.5 µM;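 active means inhibition above its plate's cutoff, the mean of tested wells on that plate plus 3 SD, cut at about 29% in these data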;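 further: 0% = Melanotan II alone and 100% = Melanotan II plus saturating MCL0020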
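System: U2OS-MC4R stable cell line; Technique: Eu-cAMP/anti-cAMP TR-FRET, emission 671 nm; Repeats: single well per compound; Also added: Melanotan II; Dosing: one concentration, 6.5 µM nominal; Schedule: 30-min compound, 1-h challenge, 1-h detection, room temperature.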
Vif imaging = HIV Vif inhibition | HEK293T cells, Vif self-association by quenched fluorescence, imaging, 24 h | inhibition, % at 7.49 µM | AID 602346 | hit rate 0.35% among 340,000; in the data active means inhibition above about 50%, passing the limit was not always enough; further: some results filed as inactive read as strong as hits
Glyco luc inh = blocks N-linked glycosylation in D54 reporter cells; hit rate 0.23% among 360,000; D54 ERlucT glycosylation luciferase reporter, 24 h; percent of 100 nM tunicamycin response; AID 588692; reporter increase, % at 12.5 µM;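 active means mean luciferase reporter signal, scaled so untreated is 0 and the glycosylation-blocking control 100, at or above a set limit in every replicate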;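 further: luciferase carries N-glycosylation sites so blocking glycosylation raises the light; 0% = median of neutral control wells and 100% = median of 100 nM tunicamycin wells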
CaV13 ICDI inh = Primary screen for inhibitors of IQ motif and Ca2+-dependent inactivation inhibitor domain binding in CACNA1D, Förster resonance energy transfer in living cells, …; HEK cells, CFP/YFP FRET ICDI-IQ, plate reader, 10 min; percent FRET-ratio fall versus neutral wells; inhibition, % at 12.3 µM; hit rate 0.098% among 340,000; AID 743397;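 active means mean replicate inhibition of at least 30% and at least 1% of replicates passing that level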;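 further: 0% = median of the neutral control wells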
HTR2A ag = mouse HTR2A agonism via beta-arrestin recruitment; P35363; activation, % at 7.6 µM; AID 624169; CHO-K1 mHTR2A beta-arrestin complementation, luminescence; percent of 30 µM serotonin response; hit rate 0.66% among 360,000;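 active means activation above a run cutoff, the mean activation of all tested compounds plus 3 SD, cut at about 14% in these data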;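 further: 0% = plate median of compound wells and 100% = 30 µM serotonin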
Target sequence (P35363 whole entry, looked up): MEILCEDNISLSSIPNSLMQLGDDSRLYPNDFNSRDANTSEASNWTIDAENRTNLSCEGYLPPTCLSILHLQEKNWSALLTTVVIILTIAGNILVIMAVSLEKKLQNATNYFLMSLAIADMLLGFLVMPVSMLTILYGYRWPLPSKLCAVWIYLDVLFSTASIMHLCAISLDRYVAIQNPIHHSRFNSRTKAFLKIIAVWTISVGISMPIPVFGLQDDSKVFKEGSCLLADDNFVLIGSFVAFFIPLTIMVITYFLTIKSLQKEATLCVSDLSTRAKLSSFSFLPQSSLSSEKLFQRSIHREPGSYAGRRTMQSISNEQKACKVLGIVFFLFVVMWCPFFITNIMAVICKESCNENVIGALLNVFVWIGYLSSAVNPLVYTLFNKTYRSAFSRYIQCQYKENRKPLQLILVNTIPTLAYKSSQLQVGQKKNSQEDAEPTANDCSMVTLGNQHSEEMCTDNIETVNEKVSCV
ABCB6 inh 2 = blocks the human ABCB6 transporter; K562-ABCB6 porphyrin accumulation, flow cytometry, 1 h; stronger effect = lower value; Q9NP58; fluorescence ratio to DMSO, % at 10 µM; hit rate 0.19% among 360,000;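 active means fluorescence ratio to DMSO below 75%, the collection mean minus 3 SD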;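 further: signal is porphyrin accumulated inside mitochondria; 100% equals median channel fluorescence of DMSO control wells; lower ratio means ABCB6 inhibition with less porphyrin fluorescence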
Active calls of the source: *.

CN(CC(=O)NCC(c1ccco1)N1CCCCC1)S(=O)(=O)c1ccc(Cl)cc1 (stereo unspecified) was read as PDI inh 15, MC4R barr agon -2.0, aDG glyco up -0.1, H9c2 protect -4, MC4R antag cAMP 0, Vif imaging -2, Glyco luc inh 0, CaV13 ICDI inh -2, HTR2A ag -6 and ABCB6 inh 2 101.
Screening C/C(=N/NC(=O)CCc1ccccc1)c1ccco1 returned PDI inh 9, MC4R barr agon 0.9, aDG glyco up 0.3, H9c2 protect -3, MC4R antag cAMP 7, Vif imaging 2, Glyco luc inh 3, CaV13 ICDI inh -6, HTR2A ag 2 and ABCB6 inh 2 96.
Screening CN1CCN(c2ccc(NC(=S)NC(=O)c3cccc4c(Cl)cccc34)cc2)CC1 returned PDI inh 7, MC4R barr agon -1.6, aDG glyco up 2.1, H9c2 protect 7, MC4R antag cAMP -1, Vif imaging -4, Glyco luc inh -5, CaV13 ICDI inh -3, HTR2A ag -10 and ABCB6 inh 2 89.
COc1ccc(C(=O)N2CCN(c3ccccc3Cl)CC2)cc1S(=O)(=O)NC1CC1 was read as PDI inh 4, MC4R barr agon -1.9, aDG glyco up -0.2, H9c2 protect -5, MC4R antag cAMP 12, Vif imaging 4, Glyco luc inh -1, CaV13 ICDI inh -5, HTR2A ag 1 and ABCB6 inh 2 92.
CCc1ncc(CN2CCCC(C(=O)Nc3cccc(-c4ccc(F)cc4)c3)C2)cn1 (stereo unspecified) was read as PDI inh 6, MC4R barr agon -3.4, aDG glyco up 0.2, H9c2 protect -3, MC4R antag cAMP -2, Vif imaging 7, Glyco luc inh 1, CaV13 ICDI inh -6, HTR2A ag -4 and ABCB6 inh 2 96.
For O=C(COC(=O)CN1C(=O)COc2ccccc21)NC1CCCCC1 the results were PDI inh -1, MC4R barr agon -4.1, aDG glyco up -0.1, H9c2 protect 7, MC4R antag cAMP 2, Vif imaging -3, Glyco luc inh 2, CaV13 ICDI inh -3, HTR2A ag 4 and ABCB6 inh 2 102.
Screening Nc1cc(Cl)ccc1C(=O)OCC(=O)NC1CCCCC1 returned PDI inh 0, MC4R barr agon -0.5, aDG glyco up 0.1, H9c2 protect 0, MC4R antag cAMP 19, Vif imaging 4, Glyco luc inh 2, CaV13 ICDI inh -6, HTR2A ag 7 and ABCB6 inh 2 98.
For CN(CCc1ccccn1)C(=O)CCC1CCCN(C(=O)c2cscn2)C1 (stereo unspecified) the results were PDI inh 1, MC4R barr agon 1.1, aDG glyco up -0.2, H9c2 protect 3, MC4R antag cAMP 12, Vif imaging 1, Glyco luc inh 4, CaV13 ICDI inh -19, HTR2A ag 4 and ABCB6 inh 2 103.
`CC(C)[C@H](NC(=O)c1cc2cc(Cl)ccc2n1C)C(=O)N[C@@H](C(=O)O)c1ccccc1` gave PDI inh -12, MC4R barr agon -0.1, aDG glyco up 0.0, H9c2 protect -2, MC4R antag cAMP 10, Vif imaging 2, Glyco luc inh -1, CaV13 ICDI inh -13, HTR2A ag -6 and ABCB6 inh 2 93.
`COc1ccc(C2/C(=C(/O)c3ccc(C)cc3)C(=O)C(=O)N2C)c(OC)c1` (stereo unspecified) gave PDI inh 5, MC4R barr agon 0.9, aDG glyco up 0.0, H9c2 protect 8, MC4R antag cAMP 10, Vif imaging -1, Glyco luc inh -1, CaV13 ICDI inh -4, HTR2A ag -4 and ABCB6 inh 2 98.
`O=C(O)CC(c1ccccc1)c1ccc2c(c1)OCO2` (stereo unspecified) gave PDI inh 0, MC4R barr agon -1.5, aDG glyco up -0.4, H9c2 protect 1, MC4R antag cAMP -4, Glyco luc inh 1, CaV13 ICDI inh -10, HTR2A ag 9 and ABCB6 inh 2 105.
Screening Cc1ccc(-c2nn(CC(=O)NN3CCOCC3)c(=O)c3ccccc23)cc1 returned PDI inh 3, MC4R barr agon -2.3, aDG glyco up -0.1, H9c2 protect -4, MC4R antag cAMP 6, Vif imaging 3, Glyco luc inh 1, CaV13 ICDI inh -4, HTR2A ag 7 and ABCB6 inh 2 100.
Screening Cc1ccc(S(=O)(=O)N2CCc3cc4c(cc3C2C)OCCCO4)cc1 (stereo unspecified) returned PDI inh 11, MC4R barr agon 0.1, aDG glyco up 0.1, H9c2 protect -5, MC4R antag cAMP -3, Vif imaging -6, Glyco luc inh 4, CaV13 ICDI inh -6, HTR2A ag 4 and ABCB6 inh 2 98.
Cc1ccnc2c(N3C(=O)C4C5c6ccccc6C(c6ccccc65)C4C3=O)cccc12 (stereo unspecified) was read as PDI inh -9, MC4R barr agon 0.2, aDG glyco up 0.0, H9c2 protect 4, MC4R antag cAMP 1, Vif imaging -5, Glyco luc inh -3, CaV13 ICDI inh -4, HTR2A ag 6 and ABCB6 inh 2 86.
`CCOc1cc(C(=O)N2CCN(c3ccccn3)CC2)cc(OCC)c1OCC` gave PDI inh 10, MC4R barr agon 0.2, aDG glyco up -0.1, H9c2 protect -1, MC4R antag cAMP -1, Vif imaging -7, Glyco luc inh 0, CaV13 ICDI inh -2, HTR2A ag 0 and ABCB6 inh 2 100.
`CCc1ccc([C@H]2C(C(=O)O)=C[C@@H](C(C)(C)C)N2S(=O)(=O)c2ccc(C)cc2)cc1` gave PDI inh -8, MC4R barr agon 1.0, aDG glyco up -0.1, H9c2 protect -2, MC4R antag cAMP -6, Glyco luc inh 1, CaV13 ICDI inh -5, HTR2A ag 10 and ABCB6 inh 2 92.
For O=C(NCc1ccco1)c1cc(NS(=O)(=O)c2cccc([N+](=O)[O-])c2)ccc1O the results were PDI inh -1, MC4R barr agon 0.1, aDG glyco up 0.2, H9c2 protect -8, MC4R antag cAMP 16, Vif imaging -13, Glyco luc inh 1, CaV13 ICDI inh 1, HTR2A ag -1 and ABCB6 inh 2 95.
For CCCCc1nnc(NC(=O)C(C)Sc2nc(O)c(Cc3ccccc3)c(=O)[nH]2)s1 (stereo unspecified) the results were PDI inh -2, MC4R barr agon -1.0, aDG glyco up 0.0, H9c2 protect 7, MC4R antag cAMP 7, Vif imaging 3, Glyco luc inh 1, CaV13 ICDI inh -5, HTR2A ag 2 and ABCB6 inh 2 100.
For O=S(=O)(NCCc1ccccc1F)c1cccc(S(=O)(=O)N2CCOCC2)c1 the results were PDI inh 2, MC4R barr agon -0.1, aDG glyco up -0.1, H9c2 protect -4, MC4R antag cAMP 10, Vif imaging -2, Glyco luc inh -3, CaV13 ICDI inh -3, HTR2A ag -3 and ABCB6 inh 2 101.
NC(=O)C1(N2CCCCC2)CCN(CC(=O)Nc2cc(Cl)ccc2Cl)CC1 was read as PDI inh 1, MC4R barr agon 0.1, aDG glyco up 0.5, H9c2 protect -4, MC4R antag cAMP 4, Vif imaging -1, Glyco luc inh 0, CaV13 ICDI inh -8, HTR2A ag 0 and ABCB6 inh 2 105.
For CCC1(c2ccc(F)cc2)NC(=O)N(CC(=O)Nc2cc(S(=O)(=O)N(C)C)ccc2Cl)C1=O (stereo unspecified) the results were PDI inh 13, MC4R barr agon -2.1, aDG glyco up -0.1, H9c2 protect 8, MC4R antag cAMP -1, Vif imaging 0, Glyco luc inh 2, CaV13 ICDI inh -5, HTR2A ag -3 and ABCB6 inh 2 100.
`CC(Sc1nc2sc3c(c2c(=O)n1-c1ccccc1)CCCC3)C(=O)O` (stereo unspecified) gave PDI inh -1, MC4R barr agon -0.2, aDG glyco up -0.1, H9c2 protect 2, MC4R antag cAMP 12, Vif imaging -2, Glyco luc inh 1, CaV13 ICDI inh 6, HTR2A ag 3 and ABCB6 inh 2 94.
For O=C1c2ccccc2C(O)N1c1cccnc1 (stereo unspecified) the results were MC4R barr agon 1.9, aDG glyco up -0.2, H9c2 protect 26, MC4R antag cAMP 3, Vif imaging -2, Glyco luc inh 1, CaV13 ICDI inh -5, HTR2A ag 7 and ABCB6 inh 2 96.
Screening O=C(CCC(=O)N1CCN(S(=O)(=O)c2ccc(Cl)cc2)CC1)NC1CCCc2ccccc21 (stereo unspecified) returned PDI inh 0, MC4R barr agon -2.0, aDG glyco up 0.1, H9c2 protect -8, MC4R antag cAMP 12, Vif imaging -8, Glyco luc inh 0, CaV13 ICDI inh -5, HTR2A ag 0 and ABCB6 inh 2 93.
`COc1ccc(C(=O)N/N=C/c2ccc3cccc(O)c3n2)cc1` gave PDI inh 1, MC4R barr agon -1.0, aDG glyco up 0.4, H9c2 protect 1, MC4R antag cAMP 2, Vif imaging -14, Glyco luc inh -1, CaV13 ICDI inh 8, HTR2A ag -6 and ABCB6 inh 2 92.
Screening CN1CCN(S(=O)(=O)c2ccc(NC(=O)C3CCCCC3)cc2)CC1 returned PDI inh 0, MC4R barr agon -1.2, aDG glyco up -0.4, H9c2 protect 4, MC4R antag cAMP 2, Vif imaging 8, Glyco luc inh -2, HTR2A ag 11 and ABCB6 inh 2 152.
Screening COc1ccc(-c2cn(-c3ccc(OC)cc3)c3[n+]2-c2ccccc2CC3)cc1 returned PDI inh 12, MC4R barr agon -1.6, aDG glyco up -0.2, H9c2 protect -15, MC4R antag cAMP -1, Vif imaging 1, Glyco luc inh 8, HTR2A ag 1 and ABCB6 inh 2 88.
`O=C(Cc1cccs1)NCCN1CCOCC1` gave PDI inh -5, MC4R barr agon -0.5, aDG glyco up 0.0, H9c2 protect 4, MC4R antag cAMP 5, Vif imaging 9, Glyco luc inh 3, CaV13 ICDI inh -3, HTR2A ag 4 and ABCB6 inh 2 94.
Cc1noc(/C=C/c2ccccc2F)c1S(=O)(=O)N1CCC(C(=O)N2CCN(C)CC2)CC1 was read as PDI inh 0, MC4R barr agon 4.5, aDG glyco up 0.2, H9c2 protect 5, MC4R antag cAMP 8, Vif imaging -1, Glyco luc inh 2, CaV13 ICDI inh -3, HTR2A ag -5 and ABCB6 inh 2 100.
Screening CCOC(=O)N/N=C/c1ccc(OCCSc2ccc(Cl)cc2)c(OC)c1 returned PDI inh 8, MC4R barr agon 7.9, aDG glyco up 0.4, H9c2 protect 9, MC4R antag cAMP -2, Vif imaging -2, Glyco luc inh -2, CaV13 ICDI inh -4, HTR2A ag -3 and ABCB6 inh 2 106.
`c1ccc2cc(-c3csnn3)ccc2c1` gave PDI inh 5, MC4R barr agon -1.6, aDG glyco up 0.1, H9c2 protect -18, MC4R antag cAMP -6, Vif imaging -3, Glyco luc inh 0, CaV13 ICDI inh -5, HTR2A ag -3 and ABCB6 inh 2 98.
`CC1=CC(C)(C)N(C)C(=O)N1c1ccc(Cl)cc1` gave PDI inh 7, MC4R barr agon 2.3, aDG glyco up -0.1, H9c2 protect -4, MC4R antag cAMP -7, Vif imaging 12, Glyco luc inh -2, HTR2A ag 6 and ABCB6 inh 2 105.

Looked up by structure from above (2):
`COc1ccc(C(=O)N/N=C/c2ccc3cccc(O)c3n2)cc1` gave PDI inh 1, MC4R barr agon -1.0, aDG glyco up 0.4, H9c2 protect 1, MC4R antag cAMP 2, Vif imaging -14, Glyco luc inh -1, CaV13 ICDI inh 8, HTR2A ag -6 and ABCB6 inh 2 92.
Screening Cc1ccc(-c2nn(CC(=O)NN3CCOCC3)c(=O)c3ccccc23)cc1 returned PDI inh 3, MC4R barr agon -2.3, aDG glyco up -0.1, H9c2 protect -4, MC4R antag cAMP 6, Vif imaging 3, Glyco luc inh 1, CaV13 ICDI inh -4, HTR2A ag 7 and ABCB6 inh 2 100.

Screening results deposited in PubChem by several laboratories.
